TIM10 inh: growth inhibitors of isogenic TIM10 control yeast, primary screen, counter-screen for tim10-1 yeast inhibitor project, luminescence, uHTS; S. cerevisiae TIM10 strain growth, BacTiter-Glo luminescence, 24 h; inhibition, % at 10 µM; 330,000 compounds, 1.4% hits; AID 463195, 2010;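 active = inhibition of 40% or more at the single tested concentration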;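 also: wild-type TIM10 isogenic control strain grown at permissive 25 °C; 0% = DMSO yeast wells and 100% = minimal medium wells without yeast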
UPR XBP1 act: activators of adaptive XBP1 UPR arm, primary screen, cell-based, CHO-XBP1 luciferase reporter, luminescence, uHTS | 330,000 compounds, 0.33% hits | AID 463104, 2010 | activation, % at 20 µM | IRE1-XBP1 UPR activation; percent of tunicamycin response, DMSO as zero;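 active = versus positive control, 20 µM dose yields 30% or more activation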;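 also: 100% = tunicamycin at 10 µg/mL and 0% = DMSO only wells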
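Material – CHO cell line with stable XBP1 luciferase reporter · Buffer or medium – F12 plus 10% FBS · Compound – single point, 20 µM final compound, 1% DMSO · Schedule – 16-18 h cell attachment at 37 °C, then 6 h compound exposure · Signal – Steady-Glo luminescence read · Benchmarks – high control tunicamycin 10 µg/mL final, low control DMSO vehicle only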
tim23-1 inh: growth inhibitors of tim23-1 mutant yeast, primary screen, luminescence, uHTS; S. cerevisiae tim23-1 growth, BacTiter-Glo luminescence, 24 h; inhibition, % at 20 µM; 330,000 compounds, 1.3% hits;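 active = growth inhibition of the mutant yeast at or above 50%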;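 also: temperature-sensitive mutant grown at 25 °C; plate controls were DMSO-treated mutant yeast for no effect and medium wells lacking yeast for full effect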
APJ ag: agonists of human apelin receptor APJ, primary screen, CHO-K1 cells, PathHunter beta-arrestin, luminescence | P35414 | 0% DMSO wells, 100% apelin | AID 2520, 2010 | 330,000 compounds, 0.11% hits | activation, % at 20 µM;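 active = activation more than six SD over the plate average, tested at 20 µM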;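 also: 0% = DMSO alone and 100% = apelin-13 at 10 nM; some results filed as inactive read as strong as hits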
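Assay system: CHO-K1 APJ beta-arrestin complementation cell line / Compound: single test compound dose, 20 µM final, 1% DMSO / Times: overnight seeding, 90 min compound at 25 °C, 1 h detection / Technique: beta-gal luminescence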
Mdm2 MdmX PPI: inhibitors of human Mdm2-MdmX association, primary screen, cell-based, luminescence, split luciferase, SaOS-2, uHTS; Protein Mdm4 (Homo sapiens) + E3 ubiquitin-protein ligase Mdm2 (Homo sapiens), …; SaOS-2 split-luciferase Mdm2/MdmX complementation; inhibition, % at 8 µM; 330,000 compounds, 3% hits; AID 485346, 2010;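 active = inhibition of at least 50% at 8 µM in the primary screen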
Target sequence (O15151 whole entry, looked up): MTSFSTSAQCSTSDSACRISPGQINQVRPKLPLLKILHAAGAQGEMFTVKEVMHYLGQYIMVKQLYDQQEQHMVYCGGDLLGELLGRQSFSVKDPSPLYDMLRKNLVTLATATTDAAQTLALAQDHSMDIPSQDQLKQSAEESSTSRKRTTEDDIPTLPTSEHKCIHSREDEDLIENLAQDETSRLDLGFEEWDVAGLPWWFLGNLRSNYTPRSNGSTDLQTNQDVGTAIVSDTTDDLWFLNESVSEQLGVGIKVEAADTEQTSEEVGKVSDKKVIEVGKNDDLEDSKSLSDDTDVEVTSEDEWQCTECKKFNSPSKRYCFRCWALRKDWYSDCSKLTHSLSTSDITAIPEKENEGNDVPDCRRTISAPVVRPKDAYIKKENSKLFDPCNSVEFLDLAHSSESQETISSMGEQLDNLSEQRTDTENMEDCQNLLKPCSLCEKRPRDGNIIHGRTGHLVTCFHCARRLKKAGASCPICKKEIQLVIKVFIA
Target sequence (Q00987 whole entry, looked up): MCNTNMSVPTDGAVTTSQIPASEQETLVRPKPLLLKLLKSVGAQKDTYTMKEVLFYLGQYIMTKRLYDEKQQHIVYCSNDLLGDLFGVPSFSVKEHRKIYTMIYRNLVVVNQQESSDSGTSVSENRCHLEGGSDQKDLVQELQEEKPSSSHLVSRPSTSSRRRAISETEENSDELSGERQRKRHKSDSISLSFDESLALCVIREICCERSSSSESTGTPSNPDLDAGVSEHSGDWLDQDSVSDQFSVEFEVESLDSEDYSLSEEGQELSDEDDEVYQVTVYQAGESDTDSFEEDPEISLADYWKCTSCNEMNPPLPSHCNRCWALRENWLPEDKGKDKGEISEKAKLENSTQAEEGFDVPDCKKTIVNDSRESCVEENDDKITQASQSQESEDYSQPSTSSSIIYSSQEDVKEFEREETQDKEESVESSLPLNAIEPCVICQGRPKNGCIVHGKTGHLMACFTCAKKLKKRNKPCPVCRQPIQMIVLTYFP
CXCR6 inh: CXCR6 receptor inhibitors, primary screen, cell-based, beta-arrestin, luminescence, CHO-K1 PathHunter, 1536-well | inhibition, % at 20 µM | 360,000 compounds, 0.36% hits | AID 602244, 2012 | C-X-C chemokine receptor type 6 (Homo sapiens), O00574; in the data active = inhibition above about 34%, passing the limit was not always enough;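 also: antagonist mode with CXCL16 agonist at 10 nM final; 0% = 10 nM CXCL16 with DMSO and 100% = unstimulated wells without agonist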
tim10-1 inh: growth inhibitors of tim10-1 mutant yeast, primary screen, luminescence, uHTS; S. cerevisiae tim10-1 ts strain growth, BacTiter-Glo, 24 h; inhibition, % at 20 µM; 330,000 compounds, 2.2% hits; AID 463190, 2010;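 active = inhibition of at least 40%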;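 also: mutant grown at 25 °C; 0% = DMSO wells with yeast and 100% = wells holding no yeast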
UPR CHOP act: activators of apoptotic CHOP UPR arm, primary screen, cell-based, CHO-CHOP luciferase reporter, luminescence, uHTS | UPR activation; percent of tunicamycin response over DMSO baseline | activation, % at 10 µM | 330,000 compounds, 0.34% hits;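 active = at 10 µM dose, activation of 40% or more, normalized to positive control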;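 also: 100% = tunicamycin at 10 µg/mL and 0% = DMSO alone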
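Assay system: CHO-CHOP cells, stable luciferase reporter of PERK-eIF2a-CHOP signalling / Buffer or medium: F12 plus 10% serum / Compound dosing: one dose, 10 µM in 0.5% DMSO / Times: 6 h compound treatment, 37 °C / Technique: luciferase luminescence / Read-out: % reporter activation, DMSO baseline versus tunicamycin full activation / Benchmarks: tunicamycin and DMSO controls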
APJ antagonist: antagonists of human apelin receptor APJ, primary screen, CHO-K1 cells, beta-arrestin complementation, luminescence | P35414 | inhibition, % at 20 µM | 330,000 compounds, 0.32% hits;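 active = inhibition above about 40% at 20 µM, limit read from the data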;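 also: cells challenged with 10 nM apelin-13 agonist together with compound; plate controls were apelin-13 plus DMSO wells for no effect and DMSO wells lacking apelin-13 for full effect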
* hit, by the source's call; / = not tested or not shown; & = joins results of further samples. Not all compounds are listed (hit frequency here may not be typical).

SMILES | TIM10 inh | UPR XBP1 act | tim23-1 inh | APJ ag | Mdm2 MdmX PPI | CXCR6 inh | tim10-1 inh | UPR CHOP act | APJ antagonist
COc1cccc(Cn2nnc3c(=O)[nH]c(C4CCCN(C(=O)c5ccccc5Cl)C4)nc32)c1 (stereo unspecified) | 13 | -7 | -5 | -1 | 10 | -5 | -4 | 2.1 | 8
O=C(Nc1cc2cccc([N+](=O)[O-])c2oc1=O)c1cccs1 | 4 | 0 | -30 | -4 | 3 | 4 | -7 | 3.6 | 1
Nc1nonc1-n1nnc(C(=O)N/N=C/c2ccco2)c1-c1ccccc1 | 7 | -2 | 9 | 3 | 19 | -4 | 1 | 0.6 | 4
N#Cc1cc(-c2ccccc2)oc1/N=C/c1ccccc1O | 26 | -1 | 34 | 3 | 53* | 9 | 27 | 2.5 | 16
O=c1[nH]c2cc(C(F)(F)F)ccc2n1-c1cc(C(F)(F)F)ccc1O | 6 | 1 | 23 | -2 | 14 | -4 | 3 | 0.7 | -1
COc1ccc(OCC(=O)Nc2ccc(S(=O)(=O)N3CCCCC3)cc2)cc1 | 28 | 0 | 43 | 2 | -9 | -14 | 45* | 2.7 | 0
CCOc1cc(C(=O)Oc2cc(C)[nH]c(=O)c2[N+](=O)[O-])cc(OCC)c1OCC | 0 | -4 | -2 | 8 | -2 | 1 | -10 | 0.9 | 15
CC(C)C(=O)Nc1nnc(S(=O)(=O)N2CCCCCC2)s1 | 6 | 0 | 20 | -3 | -20 | 2 | 10 | 1.2 | -68
O=C(O)c1cnn2cc(-c3[nH]ncc3[N+](=O)[O-])cnc12 | -8 | -1 | -2 | -3 | 1 | 0 | -10 | -1.3 | -6
CCCN(CCC)S(=O)(=O)c1cccc(-c2csc(C)n2)c1 | 22 | -2 | 21 | -7 | 22 | -5 | 6 | -0.5 | -1
COC(=O)C1C(O)CCC2CN3CCc4c([nH]c5ccccc45)C3CC21 (stereo unspecified) | -4 | 2 | 6 | -2 | 16 | -7 | 3 | 1.7 | -34
CCCN1C(=O)CC(Sc2ncccc2C(=O)O)C1=O (stereo unspecified) | -12 | -2 | 2 | -2 | 8 | -4 | -19 | 1.0 | 12
Cc1ccnc(NC(=O)CCCOc2ccccc2)c1 | -12 | 3 | 2 | 1 | 13 | 3 | 14 | 0.2 | 6
C/C(=C\C(=O)c1ccc(Br)cc1)NCc1ccc(C)cc1 | -5 | 6 | 6 | -5 | 21 | 8 | 8 | -1.7 | 5
COCc1c(C(=O)N2CCN(Cc3nc4ccccc4s3)CC2)oc2ccccc12 | 5 | 1 | 24 | -2 | 11 | 5 | 17 | 0.4 | -1
CC1=C(C(=O)OCC(C)C)C23C(=O)c4ccccc4C2(O1)OC(N)=C3C#N (stereo unspecified) | 34 | 3 | 28 | 0 | -1 | 8 | 23 | -0.7 | 13
CC(=O)n1nc(-c2ccccc2)cc1-c1ccccc1 | 28 | 6 | 42 | 2 | -126 | -3 | 23 | 6.1 | 0
Cc1cc2c(=O)n(C)c(SCC(=O)Nc3cccc(F)c3)nc2s1 | 10 | -1 | -2 | -3 | 8 | -3 | 11 | 0.8 | 8
CC(=O)NC12CC3CC(C1)CC(C(=O)OCC(=O)Nc1ncc(Cl)c(C)c1Cl)(C3)C2 | 0 | -1 | 14 | -2 | -18 | -5 | 26 | 0.7 | 7
CC1C/C(=N/Nc2ccc([N+](=O)[O-])cc2[N+](=O)[O-])CC(C)(C)C1 (stereo unspecified) | 8 | 0 | 6 | -1 | 14 | -4 | 10 | 1.8 | -12
Cc1cc(C)c(C#N)c(SCC(=O)NC2CC2)n1 | -4 | 5 | 16 | 0 | 6 | 0 | 15 | 0.6 | 20
COc1ccc(NC(=O)Cn2nnc(-c3ccccc3NC(=O)C3CC3)n2)cc1 | 3 | -3 | 5 | -3 | 7 | 7 | 0 | -5.3 | -11
COc1ccc(S(=O)(=O)Nc2ccc3c(c2)C(=O)N([C@H](C)CO)C[C@H](C)[C@@H](CN(C)C(=O)Nc2ccc4c(c2)OCO4)O3)cc1 | 4 | 1 | -5 | -2 | 33 | -11 | -10 | 0.6 | -1
Cc1cccc(NC(=O)Cn2cnc3c(oc4ccccc43)c2=O)c1C | -3 | -1 | -7 | -2 | 64* | -6 | -11 | 2.3 | -8
CCc1cc(CNC(=O)CC2C(=O)NCCN2Cc2cccc(OC)c2)on1 (stereo unspecified) | -7 | -5 | 19 | -3 | 5 | -1 | 10 | -0.7 | -2
CCc1ccc(/C=C2\SC(=S)N(CCCC(=O)Nc3ccc(C(=O)O)cc3)C2=O)cc1 | 3 | -8 | 8 | -4 | 40 | 6 | 0 | -7.9 | 7
CC(C)c1onc(C(=O)Nc2cccc(O)c2)c1[N+](=O)[O-] | 26 | -1 | 26 | 0 | 19 | -3 | 18 | 3.1 | -23
O=C(Nc1nc(-c2ccco2)c(-c2ccco2)s1)c1c(F)cccc1Cl | 25 | -4 | 38 | 0 | 29 | 1 | 30 | -1.4 | -6
CC(NC(=O)CN1CCC(C(N)=O)CC1)c1ccccc1 (stereo unspecified) | -7 | -1 | -2 | -1 | 2 | 4 | 7 | -1.1 | 9
CCN(CC)S(=O)(=O)c1ccc2c(c1)nc(CCC(=O)OCC(=O)N1CCc3ccccc31)n2C | 6 | -4 | 6 | 1 | -31 | 0 | 19 | -0.6 | 2
CCOc1ccc2nc(SCC(=O)NC3CCCCC3)[nH]c2c1 | 13 | -5 | 5 | -2 | -11 | -9 | -1 | 0.3 | 14
Cc1cc2c3c([nH]c2cc1S(=O)(=O)NCc1ccc(CN2CCCCCC2)o1)CC(C)(C)CC3=O | 10 | -2 | 10 | -2 | -7 | 2 | 23 | -0.7 | -30
COc1ccc(C)cc1NC(=O)c1ccc(NS(=O)(=O)c2cccc3cccnc23)cc1 | -30 | 0 | 31 | 0 | 30 | 0 | -5 | -0.6 | 12
Cc1ccc(-c2[nH]nc3c2C(c2ccccc2OC(=O)N2CCOCC2)C(C#N)=C(N)O3)cc1 (stereo unspecified) | -3 | -2 | 23 | -2 | 2 | / | 14 | -0.3 | -34
Cc1c(C(=O)N2CCCCCC2)c(S(=O)(=O)NCc2ccccc2Cl)c(C)n1C | 7 | -2 | 9 | -2 | 12 | -8 | 21 | 0.2 | 15
CC(=O)N1CCN(c2ncnc3ccccc23)CC1 | -8 | -4 | -4 | -4 | 12 | -3 | -8 | 2.3 | 22

Individual results from above:
For Mdm2 MdmX PPI, `CC(C)c1onc(C(=O)Nc2cccc(O)c2)c1[N+](=O)[O-]` reads 19
For UPR XBP1 act, `CCN(CC)S(=O)(=O)c1ccc2c(c1)nc(CCC(=O)OCC(=O)N1CCc3ccccc31)n2C` reads -4

Next structures:
SMILES | TIM10 inh | UPR XBP1 act | tim23-1 inh | APJ ag | Mdm2 MdmX PPI | CXCR6 inh | tim10-1 inh | UPR CHOP act | APJ antagonist
CCOC(=O)C(CCCCOc1ccc([N+](=O)[O-])cc1)C(=O)OCC | -33 | -1 | 2 | 4 | 21 | 3 | 12 | -2.3 | -10
CN(C)S(=O)(=O)c1cc(NC(=O)COC(=O)CCSc2ccc(Cl)cc2)ccc1Cl | 20 | -1 | 1 | -1 | 8 | -1 | 16 | -0.6 | -7
CCc1ccc(OCC(=O)N/N=C(\C)c2ccc(OC(F)F)cc2)cc1 | -4 | -3 | -3 | -2 | 6 | 4 | 12 | 1.7 | 6
O=c1[nH]c(-c2ccc(F)cc2)nc2c1sc(=S)n2-c1ccccc1 | -3 | -2 | -6 | -3 | 11 | 6 | 11 | 0.7 | 16
COc1cccc(OC)c1OCCNCC1CSc2ccccc2O1 (stereo unspecified) | 7 | -5 | -10 | -1 | 8 | -2 | 9 | -2.7 | 7
CC(C)(C)OC(=O)NCCCC(CCCNC(=O)OC(C)(C)C)C(=O)O | -1 | -1 | 11 | -3 | -7 | -1 | 7 | -1.9 | 9
Cn1c(=O)n(CC(=O)O)c(=O)c2c1nc1n2CCS1 | 2&-9 | -2&-2 | 11&-10 | -1&-1 | -5&11 | 1&4 | 10&-25 | 1.6&-1.7 | 3&-6
COc1ccc(CCNC(=O)/C(C#N)=C2\N=C(NC(=O)c3ccco3)c3ccccc32)cc1 | 20 | 33* | 13 | 5 | 52* | 3 | 12 | 11 | 2
CSCCC(C(=O)N1C[C@]2(C)C[C@H]1CC(C)(C)C2)N1C(=O)c2ccccc2C1=O (stereo partly specified) | 25 | -1 | 40 | -1 | -1 | 16 | 25 | 0.5 | -4
COc1ccccc1Nc1cc(C(=O)NCCCN2CCOCC2)c2ccccc2n1 | -1 | 1 | 9 | -3 | 0 | -10 | 13 | -0.4 | 9
COc1ccc(CC(NC(C)=O)C(=O)N2CCN(C(=O)Nc3cccc(F)c3)CC2)cc1OC (stereo unspecified) | 2 | 0 | 3 | -4 | -4 | -14 | -2 | -1.7 | -15
O=S1(=O)CCOC[C@H](Cc2ccccc2)N1Cc1ccc(Cl)cc1 | 20 | -1 | 34 | 3 | -9 | 12 | 33 | 0.3 | 13
CC(=O)c1ccc(N2CCN(c3ncc(C(F)(F)F)cc3Cl)CC2)cc1 | -15 | -1 | 7 | -1 | 13 | 0 | 1 | 1.9 | 7
CN(/N=C/c1cc([N+](=O)[O-])ccc1O)c1ccccc1 | -1 | 1 | 9 | -8 | -4 | 48* | 18 | 4.2 | 42*
CC(=O)c1cccc(NC(=O)CN2C(=O)NC(C)(c3ccc4c(c3)OCCCO4)C2=O)c1 (stereo unspecified) | 4 | 1 | 9 | -2 | -6 | -4 | 14 | 1.1 | 20
CCCCn1c(-c2ccc([N+](=O)[O-])cc2)n[nH]c1=S | 5 | 1 | 21 | -4 | -33 | -11 | 28 | -0.4 | 5
O=C1CNC(=S)N1CCc1ccc(Cl)cc1 | 21 | -2 | 17 | -1 | 1 | 4 | 4 | 2.1 | -1
CCC(C)c1ccc(OCc2ccc(C(=O)O)o2)cc1 (stereo unspecified) | 4 | -12 | -7 | -1 | -96 | -4 | -10 | -7.0 | 7
O=Cc1ccc2cccnc2n1 | -5 | -2 | 6 | 0 | 6 | -2 | 16 | -2.7 | -1
Cc1c(C(=O)O)oc2c1/C(=N\O)CC(C)(C)C2 | 3 | 0 | 4 | -3 | 14 | -4 | -8 | -0.1 | 5

Bioassay records: PubChem BioAssay, Sanford-Burnham Center for Chemical Genomics
